# Screening data (PubChem BioAssay)
# influenza NS1A: NS1A inhibition, H1N1 influenza, cell based functional assay (AID 504329). 340,000 tested, 0.3% active. inhibition, % at 12.5 µM, or IC50 in µM where a hit was titrated. NS1A functional cell-based assay, percent inhibition; higher % means a stronger effect; in the data active = a potency from the dose series; inconclusive = inhibition above about 27% without an active follow-up result; also: strong numbers were not always called active
# VEEV TC-83 Vero: inhibitors of VEEV TC-83 cytopathic effect, confirmation, Vero cells (AID 588727). Vero cells, VEEV TC-83 cytopathic effect inhibition; higher % means a stronger effect. inhibition, % at 20 µM, or IC50 in µM where a hit was titrated. 350,000 tested, 0.13% active; in the data active = a potency from the dose series; inconclusive = inhibition mostly from about 14% at the one dose, without a potency; inactive = the rest, 99 in 100 with inhibition below about 12%; also: strong numbers were not always called active
# Salmonella PhoP GFP: Inhibition of PhoP regulon, Salmonella typhi GFP reporter cells, confirmation, 4 h (AID 1850); Salmonella Typhi PhoP-promoter GFP reporter, fluorescence, 4 h; higher % means a stronger effect; 310,000 tested, 0.33% active; inhibition, % at 50 µM; hits with a dose series show IC50 in µM; in the data active = a potency from the dose series; inconclusive = inhibition mostly from about 25% at the one dose, without a potency; inactive = the rest, 99 in 100 with inhibition below about 19%;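 also: 0% = induced wells with vehicle and 100% = uninduced wells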
# M. tuberculosis HTS: M. tuberculosis growth inhibition, HTS (AID 449762). M. tuberculosis H37Rv growth inhibition, 7H9 media; higher % means a stronger effect. one-dose inhibition, % at 25 µM; IC50 in µM for titrated hits. 330,000 tested, 0.59% active; in the data active = a potency from the dose series; inconclusive = inhibition above about 70% without an active follow-up result;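 also: bacterial growth assessed after seven days of incubation; strong numbers were not always called active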
# M. tuberculosis: growth inhibition of non-replicating M. tuberculosis (AID 488890); Mycobacterium tuberculosis non-replicating, growth inhibition; higher % means a stronger effect; inhibition, % at 25 µM, or IC50 in µM where a hit was titrated; 320,000 tested, 0.39% active; in the data active = a potency from the dose series; inconclusive = inhibition mostly from about 82% at the one dose, without a potency; inactive = the rest, 99 in 100 with inhibition below about 76%;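 also: plate controls were DMSO cells for no effect and high antibiotic wells for full effect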
# VEEV TC-83 Vero 10K pilot screen: second read-out of VEEV TC-83 Vero, no call of its own (marks repeat the call); inhibition, %; measured here: 10K pilot screen inhibition
# * marks the source's active call; other numbers are inactive results; i = inactive; ? = inconclusive; . = no result given.
SMILES,influenza NS1A,VEEV TC-83 Vero,Salmonella PhoP GFP,M. tuberculosis HTS,M. tuberculosis,others
CC(=O)c1cccc(NC(=O)c2cc(=O)[nH]c3ccccc23)c1,-3%,0.9%,-1%,-6%,-9%,
O=C(O)c1nn(CCOc2ccc(Cl)cc2Cl)c(=O)c2ccccc12,10%,2.2%,4%,3%,-1%,
Cc1ccc(NC(=O)Cn2cccc2)c(Br)c1,3%,0.6%,-5%,3%,-8%,VEEV TC-83 Vero 10K pilot screen=1.0
NC(=O)C1CCCN(CC(=O)Nc2cc(S(=O)(=O)N3CCOCC3)ccc2N2CCCC2)C1 (configuration not stated),-5%,0.7%,.,-7%,-13%,
C[C@H](NC(=O)c1ccccc1)C(=O)N1CCN(c2ccccc2)CC1,4%,1.2%,9%,-3%,-15%,
C[C@H](N)c1nnc(SCc2c(Cl)cccc2Cl)o1,-7%,i,1%,0%,70%,
COc1ccnc(Oc2ccc(F)cc2)c1C(=O)N/C=N/OCc1ccc(F)cc1,-7%,0.3%,0%,-5%,-7%,
CN(C)CCN(C(=O)c1ccc(S(=O)(=O)N(C)c2ccccc2)cc1)c1nc2ccc(Cl)cc2s1,2%,0.3%,-1%,-14%,13%,
C=CC[C@H](CC(=O)N(CCO)Cc1ccccc1)C(=O)N[C@@H](C)COC(=O)[C@H](CC=C)CC(=O)OC(C)(C)C,2%,1.4%,.,4%,20%,
Cc1ccc2sc(N(CCCN(C)C)C(=O)c3ccc(S(=O)(=O)N(C)C4CCCCC4)cc3)nc2c1C,20%,i,3%,?,9%,
COc1cc(/C=N/NC(=O)CSc2cc(C)c(Br)cc2C)ccc1O,3%,3.1%,9%,-2%,11%,
COCC(=O)Oc1c(Sc2ccccc2[N+](=O)[O-])c(C)nn1C(C)(C)C,1%,1.4%,-5%,-5%,26%,
COc1ccc(NC(=O)C2C3C=CC4(O3)C2C(=O)N(CCN2CCCCC2C)C4C(=O)NC2CCCCC2)cc1 (configuration not stated),0%,1.3%,-5%,-5%,13%,
COc1cc(/C=C2\C(=O)N(CCC#N)N=C2C)c(Br)cc1OC(C)C,1%,5.2%,4%,6%,2%,
COC(=O)C1C(=O)C2=C(CC1C)NC(C)=C(C(=O)OCc1ccc(OC)cc1)C2c1ccc(C)o1 (configuration not stated),5%,6.7%,6%,-1%,18%,
COc1cccc(CN2CCC(n3nccc3NC(=O)CCCc3ccccc3)CC2)c1,-2%,i,-1%,-1%,11%,
C[C@H](CO)N1C[C@H](C)[C@@H](CN(C)Cc2ccc(-c3ccccc3)cc2)Oc2c(NC(=O)Cc3ccccc3)cccc2C1=O,12%,4.3%,.,11%,52%,
CNc1nc(-c2ccc([N+](=O)[O-])cc2)cs1,-2%,3.6%,7%,-2%,6%,
CCOC(=O)Nc1ccc([N+](=O)[O-])cc1OC,0%,0.9%,0%,-3%,49%,
CCNC(=S)N1CCN(CCNC2=CC(=O)CC(C)(C)C2)CC1,-9%,0.6%,-1%,-1%,-6%,
C/C=C\C(=O)Nc1cccc(C2=NOC3(C2)C[C@@H](C(N)=O)N(C(=O)CCCCC)C3)c1 (some centres not stated),9%,0.1%,-2%,-5%,-11%,
Cc1ccc(CN(C)CCc2ccccn2)cc1,4%,2.4%,-5%,-1%,18%,
COc1ccc2c(c1)C(c1ccccc1)=NNC(c1ccco1)=N2,6%,1.3%,3%,-4%,30%,
Cc1cccc(OCCCCCN2CCOCC2)c1C,-8%,i,-2%,4%,19%,
CCOc1ccc(S(=O)(=O)N2CCN(c3ccccc3F)CC2)c2cccnc12,7%,i,14%,-1%,28%,

# Compounds above containing bromine, in the order listed:
SMILES,influenza NS1A,VEEV TC-83 Vero,Salmonella PhoP GFP,M. tuberculosis HTS,M. tuberculosis,others
Cc1ccc(NC(=O)Cn2cccc2)c(Br)c1,3%,0.6%,-5%,3%,-8%,VEEV TC-83 Vero 10K pilot screen=1.0
COc1cc(/C=N/NC(=O)CSc2cc(C)c(Br)cc2C)ccc1O,3%,3.1%,9%,-2%,11%,
COc1cc(/C=C2\C(=O)N(CCC#N)N=C2C)c(Br)cc1OC(C)C,1%,5.2%,4%,6%,2%,

# A stretch from further up, for reference:
SMILES,influenza NS1A,VEEV TC-83 Vero,Salmonella PhoP GFP,M. tuberculosis HTS,M. tuberculosis,others
Cc1cccc(OCCCCCN2CCOCC2)c1C,-8%,i,-2%,4%,19%,
CCOc1ccc(S(=O)(=O)N2CCN(c3ccccc3F)CC2)c2cccnc12,7%,i,14%,-1%,28%,

# (list continues)
SMILES,influenza NS1A,VEEV TC-83 Vero,Salmonella PhoP GFP,M. tuberculosis HTS,M. tuberculosis,others
Cc1ccc(C2(C)NC(=O)N(CC(=O)N(c3ccccc3)C3CCS(=O)(=O)C3)C2=O)cc1 (configuration not stated),2%,i,.,3%,9%,
Cc1ccc(Nc2ccc(S(=O)(=O)N3CCOCC3)cc2[N+](=O)[O-])cc1C,29%,0.4%,8%,-3%,29%,
O=C(COC(=O)CCC(=O)c1cccs1)NCc1ccccc1,-4%,0.8%,-2%,1%,19%,
Cc1ccc(Nc2nc(N)nc(CN3CCN(Cc4ccc5c(c4)OCO5)CC3)n2)c(C)c1,3%,6.1%,-15%,63%,?,
COc1ccc(Oc2ccc(C(F)(F)F)cc2NC(=O)CC(CC(=O)O)c2ccccc2)cc1 (configuration not stated),-19%,i,-5%,4%,-2%,
COc1ccc(C2C(C(=O)Nc3ccc(OC)c(OC)c3)c3ccccc3C(=O)N2C)cc1 (configuration not stated),-2%,2.8%,3%,2%,2%,
CC(=O)Nc1c(Nc2ccccc2)c2ccccc2oc1=O,.,0.8%,-9%,0%,-11%,
COc1ccc(OC)c(/C=N/NC(=O)CCN2CCN(C(c3ccccc3)c3ccccc3)CC2)c1,14%,1.4%,0%,-8%,51%,
COc1ccc(C2NC(=O)NC(C)=C2C(=O)OCc2ccccc2)cc1 (configuration not stated),-4%,5.5%,-6%,4%,5%,
CCCN(CC(=O)Nc1ccc(F)c(F)c1F)C(=O)C1=COCCO1,-4%,1.0%,7%,-1%,10%,
Cc1cc(NC(=O)C2CC(=O)OC2c2ccccc2)no1 (configuration not stated),3%,i,-5%,-2%,4%,VEEV TC-83 Vero 10K pilot screen=0.6
O=C1CCCC/C1=C/Nc1cccc(C(F)(F)F)c1,-7%,i,-4%,0%,9%,
N#Cc1c2c(c(NCc3cccnc3)n3c1nc1ccccc13)CCC2,-2%,0.7%,2%,-11%,-1%,
COc1ccccc1NC(=O)Nc1nn(C)c2cccc(N(C)C)c12,4%,5.7%,5%,-2%,25%,
COc1ccc(-c2nc(C#N)c(N3CCN(c4ccccc4)CC3)o2)cc1,23%,1.7%,-14%,-5%,.,
NNC(=O)CCS(=O)(=O)c1ccc2ccccc2c1,2%,0.4%,-13%,4%,-1%,
Cc1nn(Cc2ccccc2)c2ncccc12,-3%,0.2%,-3%,0%,3%,
Nc1nnc(CC(=O)N/N=C/c2ccccc2OCc2ccc(F)cc2)s1,.,i,2%,-10%,-9%,
COc1cccc(CNC(C)C(=O)Nc2ccc(S(=O)(=O)N3CCCC3)cc2)c1 (configuration not stated),-2%,2.4%,.,1%,6%,
O=C(Cc1c(C(=O)O)[nH]c2ccccc12)NCCN1CCN(c2ccccc2F)CC1,-4%,1.8%,-1%,8%,2%,
COc1ccc(C(=O)NC(=S)Nc2cccc3cc(O)ccc23)cc1OC,-5%,8.0%,-2%,5%,31%,
CCOc1ccc(CCNC(=O)c2nnc(CS(=O)(=O)c3ccccc3)o2)cc1OCC,5%,i,7%,2%,1%,
COc1ccc(-c2c(C)n([O-])c3c([n+]2=O)CCC3)cc1OC,-4%,1.9%,1%,-5%,-12%,
O=C(CSc1nnc(-c2cccnc2)s1)Nc1ccc(C(=O)O)cc1,6%,0.9%,-6%,-5%,31%,
O=C(NCC(=O)N1CCOCC1)OCc1ccccc1,21%,0.5%,-2%,3%,-20%,
# Additional records follow:
SMILES,influenza NS1A,VEEV TC-83 Vero,Salmonella PhoP GFP,M. tuberculosis HTS,M. tuberculosis,others
CSCCC(NC(=O)c1ccco1)C(=O)NCC(c1ccccc1)N(C)C (configuration not stated),-14%,1.6%,.,-6%,7%,
CC(NC(=O)/C=C/c1ccco1)c1nc2ccccc2n1Cc1cccc(Cl)c1 (configuration not stated),-10%,11%,-5%,8%,4%,
CCOCCCNC(=O)c1[nH]c(C)c(C(C)=O)c1C,-10%,0.3%,11%,1%,-24%,
CN(C(=O)c1ccc(NC(=O)Cc2ccc(NC(=O)C3CCCN(C(=O)C4CCC4)C3)cc2)cc1)C1CCCC1 (configuration not stated),-10%,0.7%,.,.,.,
COc1cc(OC)c2c(N)c(C#N)c(C(F)(F)C(F)(F)F)nc2c1,1%,1.1%,-2%,0%,-5%,
Cc1c(C(=O)N2CCCC2)oc2c1-c1nn(CC(=O)NCCCN3CCCCC3)cc1CC2,4%,i,-18%,2%,6%,
CCc1ccc(OCCCOc2ccc(C=O)cc2)cc1,-4%,i,1%,44%,76%,
c1ccc(CCNc2nc3ccccc3s2)cc1,3%,4.2%,-5%,-5%,48%,
CCOc1ccc(NC(=O)CCSc2nc3c(c(CC)c2C#N)C(=O)CC(C)(C)C3)cc1,9%,0.6%,4%,-9%,1%,
CCN1CCN(c2ccc(S(=O)(=O)N3CCCCC3)cc2NC(=O)CCNC(C)=O)CC1,-5%,0.7%,.,.,.,
N#Cc1ccc(CSCC(=O)NN=C2CCCC2)cc1,-23%,1.0%,3%,11%,0%,
CN(C)C(CNS(=O)(=O)c1ccc(Cl)cc1F)c1ccco1 (configuration not stated),-4%,0.3%,.,-2%,10%,

# Quoted at random: 5 entries already listed.
SMILES,influenza NS1A,VEEV TC-83 Vero,Salmonella PhoP GFP,M. tuberculosis HTS,M. tuberculosis,others
Cc1cccc(OCCCCCN2CCOCC2)c1C,-8%,i,-2%,4%,19%,
Cc1ccc(C2(C)NC(=O)N(CC(=O)N(c3ccccc3)C3CCS(=O)(=O)C3)C2=O)cc1 (configuration not stated),2%,i,.,3%,9%,
CN(C(=O)c1ccc(NC(=O)Cc2ccc(NC(=O)C3CCCN(C(=O)C4CCC4)C3)cc2)cc1)C1CCCC1 (configuration not stated),-10%,0.7%,.,.,.,
COc1ccc(C2NC(=O)NC(C)=C2C(=O)OCc2ccccc2)cc1 (configuration not stated),-4%,5.5%,-6%,4%,5%,
Cc1ccc(Nc2nc(N)nc(CN3CCN(Cc4ccc5c(c4)OCO5)CC3)n2)c(C)c1,3%,6.1%,-15%,63%,?,

# In the list so far, these have two or more sulfur atoms.
SMILES,influenza NS1A,VEEV TC-83 Vero,Salmonella PhoP GFP,M. tuberculosis HTS,M. tuberculosis,others
CN(C)CCN(C(=O)c1ccc(S(=O)(=O)N(C)c2ccccc2)cc1)c1nc2ccc(Cl)cc2s1,2%,0.3%,-1%,-14%,13%,
Cc1ccc2sc(N(CCCN(C)C)C(=O)c3ccc(S(=O)(=O)N(C)C4CCCCC4)cc3)nc2c1C,20%,i,3%,?,9%,
O=C(CSc1nnc(-c2cccnc2)s1)Nc1ccc(C(=O)O)cc1,6%,0.9%,-6%,-5%,31%,
